Source: PubChem (The Scripps Research Institute Molecular Screening Center)
PLC-gamma1 inh: blocks human PLC-gamma1 enzyme activity. P19174. AID 720700. inhibition, % at 12.2 µM. 0.84% of 370,000 active. purified PLC-gamma1, fluorogenic substrate, fluorescence; in the data active = inhibition above about 9.5%
ARFGAP1 inh: rat ARFGAP1 inhibition; AID 651572; Q62848; 0.26% of 360,000 active; inhibition, % at 16.5 µM; Arfgap1-stimulated ARF1 GTP hydrolysis, GDP FP detection;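 active = inhibition above a per-plate limit, mean inhibition of low control wells plus 3 SD, cut at about 25% in these data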;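 note: 0% = DMSO wells with enzyme and 100% = wells lacking Arfgap1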
Target sequence (Q62848 1-136 limits assumed): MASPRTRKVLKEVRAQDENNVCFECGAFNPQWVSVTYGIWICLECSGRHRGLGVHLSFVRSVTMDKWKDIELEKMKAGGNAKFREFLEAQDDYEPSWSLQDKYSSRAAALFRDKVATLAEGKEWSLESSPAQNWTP
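Replicates: Single well per compound | Assay system: Truncated rat Arfgap1 GAP domain | Control set: No-Arfgap1 wells (100%) versus DMSO full-reaction wells (0%) | Times: Enzyme reaction 120 min at 25 °C after 20 min preincubation | Reagent: Human ARF1(Δ1-17)-GTP substrate | Measured by: Tracer-displacement fluorescence polarization with EDTA stop, 620/688 nm | Measure: Percent inhibition of Arfgap1-stimulated GTP hydrolysis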
ADAM10 inh: inhibitors of human ADAM10 | recombinant ADAM10, EDANS/DABCYL FRET peptide cleavage, 3 h | inhibition, % at 7 µM | 0.62% of 370,000 active | AID 720582;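 active = inhibition above a per-campaign cutoff equal to the mean of compounds falling between control-based bounds plus 3 SD, cut at about 20% in these data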;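 note: 0% = DMSO wells while the 100% control is not disclosed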
Target sequence (O14672 214-748 limits assumed): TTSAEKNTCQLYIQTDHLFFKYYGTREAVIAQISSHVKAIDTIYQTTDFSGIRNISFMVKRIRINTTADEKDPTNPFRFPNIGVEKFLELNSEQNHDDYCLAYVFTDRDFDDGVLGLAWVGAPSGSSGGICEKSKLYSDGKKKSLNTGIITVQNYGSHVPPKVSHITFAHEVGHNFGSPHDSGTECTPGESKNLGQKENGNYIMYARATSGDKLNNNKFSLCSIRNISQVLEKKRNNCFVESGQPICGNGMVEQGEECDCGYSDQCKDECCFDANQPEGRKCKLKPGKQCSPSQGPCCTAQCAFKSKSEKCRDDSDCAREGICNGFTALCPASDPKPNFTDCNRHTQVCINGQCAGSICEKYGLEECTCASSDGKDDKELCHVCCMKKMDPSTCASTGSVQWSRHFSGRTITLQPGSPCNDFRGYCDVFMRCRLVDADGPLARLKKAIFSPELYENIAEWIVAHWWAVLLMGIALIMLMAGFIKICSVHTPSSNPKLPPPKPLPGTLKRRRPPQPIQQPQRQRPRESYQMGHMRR
Tn7 DDE FP: disrupts Tn7 cyclic peptide binding to fibrin D-Dimer-E complex | P02675 | FP displacement of FITC-Tn7 peptide from fibrin DD(E); 0% = median of compound wells per plate | inhibition, % at 8.3 µM | 0.13% of 370,000 active;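 active = inhibition above the mean of compounds falling within the control limits plus 3 SD of them, cut at about 14% in these data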;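 note: 0% = plate median of compound wells and 100% = 10 µM Aha-Tn7 peptide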
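system = human fibrin DD(E) protein | quantity = DD(E) 2 µM final | medium = Tris/NaCl/CaCl2 buffer, pH 7.8 | also added = labelled Tn7 tracer, 0.1 µM | compound dosing = single point at 8.3 µM | timing = compound with protein 10 min, then 3 h after probe, room temperature | signal = FP measurement | benchmarks = Aha-Tn7 high control | repeats = one replicate per compound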
ASAP1 GAP inh: inhibitors of human ASAP1 ArfGAP activity | Q9ULH1 | ASAP1-stimulated ARF1 GTP hydrolysis, GDP FP detection | inhibition, % at 16.5 µM | 0.19% of 360,000 active; in the data active = inhibition above about 25%;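 note: 0% = vehicle with enzyme and substrate and 100% = no enzyme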
Target sequence (Q9ULH1 325-724 limits assumed): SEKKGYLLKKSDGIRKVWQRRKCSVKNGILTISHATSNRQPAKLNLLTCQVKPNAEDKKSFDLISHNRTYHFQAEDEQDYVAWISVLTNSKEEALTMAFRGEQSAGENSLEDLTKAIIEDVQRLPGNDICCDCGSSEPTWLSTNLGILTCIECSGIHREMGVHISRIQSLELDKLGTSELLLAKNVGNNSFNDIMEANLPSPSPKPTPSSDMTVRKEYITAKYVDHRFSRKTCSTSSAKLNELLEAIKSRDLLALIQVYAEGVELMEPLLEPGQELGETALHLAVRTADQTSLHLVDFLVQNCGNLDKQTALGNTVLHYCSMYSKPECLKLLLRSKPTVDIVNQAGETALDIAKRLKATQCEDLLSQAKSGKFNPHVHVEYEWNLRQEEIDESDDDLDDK
SIAE inh: blocks human sialic acid acetylesterase; Q9HAT2; SIAE FP-Rh probe binding, fluorescence polarization; inhibition, % at 9.66 µM; 0.69% of 370,000 active;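 active = inhibition above a cutoff: mean of compounds within the control limits plus 3 SD of those, cut at about 17% in these data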;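 note: 0% = plate median of compound wells and 100% = probe without SIAE protein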
DDE Tn6 FP inh: DD(E)-Tn6 binding inhibition, primary FP screen; Fibrin DD(E) TRITC-Tn6 fluorescence polarization displacement; inhibition, % at 8.3 µM; 0.21% of 370,000 active; P02675;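 active = inhibition above a per-campaign cutoff: mean of compounds within control limits plus 3 SD, cut at about 15% in these data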;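 note: 0% = median of all compound wells on the plate and 100% = blocking peptide control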
ADAM17 inh: ADAM17 inhibition, QFRET primary screen; 0.83% of 370,000 active; inhibition, % at 6.95 µM; AID 720648; recombinant ADAM17, EDANS/DABCYL FRET peptide cleavage; P78536;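 active = inhibition above the mean of compounds lying between control limits plus 3 SD, set per campaign, cut at about 8.5% in these data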;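 note: 0% = DMSO-only wells as the low control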
TDP2 absorb: TDP2 (human) inhibition, absorbance primary screen | O95551 | recombinant TDP2, T5PNP hydrolysis, p-nitrophenol absorbance 415 nm | inhibition, % at 12.8 µM | 0.34% of 370,000 active | AID 720702;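 active = inhibition above the mean of all tested compounds plus 3 SD, set per campaign, cut at about 25% in these data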;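 note: 0% = DMSO with enzyme and 100% = buffer with substrate but no TDP2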
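Evaluation: % inhibition relative to enzyme-containing and enzyme-free wells. Material: recombinant human TDP2. Benchmarks: enzyme-free and DMSO wells. Timing: enzyme reaction with compound for 2 h at 37 °C. Compound dosing: 12.8 µM only. Measured by: p-Nitrophenol epi absorbance. Reagent: T5PNP substrate at 5 mM, a TopII-DNA adduct mimic. Replication: single well per compound.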
PLCb3 inh: blocks human PLC-beta3 enzyme activity; Q01970; Purified PLC-beta3, fluorogenic substrate, fluorescence; inhibition, % at 12.2 µM; 0.18% of 370,000 active; in the data active = inhibition above about 11%;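 note: 0% = median of compound wells on plate and 100% = full blocker control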
Numbers without * were called inactive; i = inactive; . = not tested or not shown.

compound | PLC-gamma1 inh | ARFGAP1 inh | ADAM10 inh | Tn7 DDE FP | ASAP1 GAP inh | SIAE inh | DDE Tn6 FP inh | ADAM17 inh | TDP2 absorb | PLCb3 inh
O=C(CSCC(=O)NN=Cc1ccccc1O)NN=Cc1ccccc1O | -24 | 0 | -40 | -5 | 1 | -8 | 1 | -13 | 0 | -35
CCCN1CCN(S(=O)(=O)c2cc3c(cc2C)NC(=O)CO3)CC1 | 3 | 5 | -17 | 0 | -3 | 2 | 0 | -2 | 9 | -2
NS(=O)(=O)c1ccc(CNC(=O)CNC(=O)Cc2ccccc2)cc1 | -1 | 1 | -5 | 2 | 0 | -1 | 0 | -2 | -3 | -7
CC(=O)Nc1cc(-c2ccc(F)cc2)cn2c(-c3ccc(F)c(Cl)c3)cnc12 | -31 | 11 | -25 | 3 | 11 | -10 | -4 | -9 | -2 | -31
O=C(NC(=S)Nc1cccc2ncccc12)c1ccccc1 | 6 | -12 | 0 | -11 | 8 | -3 | 3 | 4 | -17 | -4
Cc1ccc(-n2cccc2/C=C2/NC(=O)N(CC(=O)Nc3cccc(C)c3)C2=O)cc1 | -21 | 12 | -7 | -5 | 2 | -4 | -3 | 1 | 9 | -18
O=C(O)C1CN(c2ncccc2[N+](=O)[O-])C1 | 0 | 1 | 3 | -7 | 5 | 3 | -5 | 1 | -2 | 2
CC(C)(C)NC(=O)C(c1ccco1)N(C(=O)Cn1nnc(-c2ccc(F)cc2)n1)c1ccccc1F (configuration not stated) | 1 | -6 | -8 | 2 | 15 | 1 | -1 | 2 | -6 | 5
COc1ccc(CC(=O)OCC(=O)N2CCN(S(=O)(=O)c3ccc(C)cc3C)CC2)cc1OC | 4 | 8 | -5 | 0 | -2 | -1 | 0 | -4 | 0 | -7
CCOC(=O)C1=C(C)OC(N)=C(C#N)C1c1ccoc1 (configuration not stated) | -1 | 13 | -2 | -2 | 12 | 2 | 4 | -2 | 15 | -2
O=C(O)c1cc(C(F)(F)F)nc2ccccc12 | 1 | 1 | 0 | -2 | -2 | 1 | 1 | -2 | -2 | 0
C[C@@H]1ON(C)[C@H]2C[C@H]3c4cc(Br)ccc4CCN3C[C@@H]12 | -4 | -8 | -29 | 6 | -1 | 13 | 3 | -13 | 7 | -7
O=[N+]([O-])c1ccc(O)c(-c2nc(-c3ccccc3)c(-c3cccs3)[nH]2)c1 | -1 | 3 | -3 | -2 | 8 | 17* | 2 | -2 | 3 | -1
COc1ccc(N(CC(=O)NCCc2ccc(Cl)cc2)S(=O)(=O)c2c(C)[nH]c(=O)[nH]c2=O)cc1 | -3 | -1 | 0 | 9 | 1 | -1 | -3 | -1 | 3 | -3
Nc1cc(Cl)ccc1C(=O)OCC(=O)NCC1CCCO1 (configuration not stated) | -129 | -6 | i | -5 | -9 | 1 | 2 | -308 | 2 | -152
CC(C)CN1CCC(=O)N(CCN=[N+]=[N-])CC1 | 8 | -7 | 13 | 9 | 0 | 0 | 5 | 1 | 2 | 5
COCCNc1nnc(SCC(=O)N2CCN(S(=O)(=O)c3ccccc3)CC2)s1 | 1 | 10 | 3 | 8 | -2 | 6 | -6 | -5 | -7 | -2
Cc1nn(C)c(Cl)c1S(=O)(=O)N1CCC(CO)(CCc2ccccc2)CC1 | 3 | 5 | 7 | -5 | 5 | 3 | -4 | 4 | -4 | 0
COCC(=O)N1CCCC(C(=O)c2ccc(-c3ccccc3)c(F)c2)C1 (configuration not stated) | 4 | 12 | 1 | -4 | 2 | -9 | -8 | 3 | -8 | -2
O=C(CSc1nnc2ccc3ccccc3n12)N1CCOCC1 | -2 | 6 | -13 | -3 | -4 | -5 | 0 | -9 | 6 | -1
NC(=O)C1=C[C@@H](c2ccc3c(c2)OCO3)C[C@@H](OCCCCO)O1 | -20 | 3 | -35 | -2 | 8 | 6 | -3 | -10 | 3 | -23
Cc1ccc(C(=O)N/N=C/c2c(O)ccc3ccccc23)cn1 | -60 | 16 | 2 | -1 | 20 | 21* | -8 | 5 | -12 | -89
COc1cc(/C=C(\C#N)C(=O)NCC2CCCO2)ccc1OCCC(C)C (configuration not stated) | -3 | -11 | -6 | -7 | -12 | 15 | 2 | -3 | 5 | -11
O=C(NCc1ccc(C(=O)NC2CCCC2)cc1)c1cccc(Br)c1 | 4 | . | 1 | -9 | . | -6 | 2 | -3 | -9 | 3
COc1ccc(C2(CNC(=O)c3ccc(OC)c([N+](=O)[O-])c3)CCCCC2)cc1OC | 4 | 10 | 4 | 7 | -5 | -1 | -4 | 4 | 0 | 4
N#C/C(=C(/O)COC(=O)COc1ccc(Cl)cc1)c1nc2ccccc2[nH]1 | -50 | 9 | -3 | 2 | 8 | -14 | 0 | -11 | -6 | -63
O=C(CSc1ccc([N+](=O)[O-])cn1)Nc1ccc2c(c1)OCO2 | 3 | -3 | 4 | -1 | 9 | 5 | -5 | 2 | -2 | -1
O=C(NO)c1ccccc1O | -3 | -1 | 1 | 0 | -18 | 14 | -4 | -2 | -2 | 0
CN(C(=S)NC(=O)c1ccc(F)cc1)C1CCCCC1 | -1 | 2 | -1 | 3 | -5 | 5 | 1 | -6 | 7 | -6
COc1ccc(S(=O)(=O)NC(C)C(=O)NCc2ccccn2)cc1Cl (configuration not stated) | -3 | -8 | -1 | -3 | 2 | 4 | -4 | 2 | 11 | -3

Complete entries, looked up by structure. Order of values: PLC-gamma1 inh | ARFGAP1 inh | ADAM10 inh | Tn7 DDE FP | ASAP1 GAP inh | SIAE inh | DDE Tn6 FP inh | ADAM17 inh | TDP2 absorb | PLCb3 inh
COCCNc1nnc(SCC(=O)N2CCN(S(=O)(=O)c3ccccc3)CC2)s1 is entered as 1 | 10 | 3 | 8 | -2 | 6 | -6 | -5 | -7 | -2
O=C(CSc1ccc([N+](=O)[O-])cn1)Nc1ccc2c(c1)OCO2 is entered as 3 | -3 | 4 | -1 | 9 | 5 | -5 | 2 | -2 | -1
O=C(NO)c1ccccc1O is entered as -3 | -1 | 1 | 0 | -18 | 14 | -4 | -2 | -2 | 0

Additional records follow:
compound | PLC-gamma1 inh | ARFGAP1 inh | ADAM10 inh | Tn7 DDE FP | ASAP1 GAP inh | SIAE inh | DDE Tn6 FP inh | ADAM17 inh | TDP2 absorb | PLCb3 inh
COc1ccc(-n2c(=O)c3ccccc3n(CC(=O)NC3CCCCC3)c2=O)cc1 | -1 | 12 | 4 | 1 | -1 | -5 | 2 | -5 | -1 | 0
Cc1ccc(OCC(=O)NCCNC(=O)c2ccc(C)nc2)cc1 | 5 | 8 | 10 | 1 | -3 | 5 | 1 | 0 | -15 | -6
COc1ccc(CNC(=O)[C@H](C)NC(=O)N2CCn3c2nc2ccccc23)cc1 | 0 | -7 | -1 | 0 | -1 | 0 | 0 | -6 | 6 | -9
COc1cccc(/C(C)=N/Nc2ccc(S(=O)(=O)N3CCCCC3)cn2)c1 | -3 | -5 | -5 | 6 | -2 | 8 | -4 | -2 | 3 | -18
NS(=O)(=O)c1ccc(CCNc2nc(C(F)(F)F)nc3ccccc23)cc1 | -8 | 12 | 9 | -1 | 19 | -10 | 2 | 3 | -2 | -17
Fc1cccc(/C=N/n2c(C3CCCCC3)n[nH]c2=S)c1 | -5 | -4 | 0 | -8 | 11 | -1 | 1 | 0 | -1 | -3
COc1cccc(CN(C(=O)c2ccccc2Br)C2CCS(=O)(=O)C2)c1 (configuration not stated) | 1 | -15 | 6 | 5 | -9 | 2 | 1 | 1 | 2 | -6
Cc1cc(F)cc(-c2cc(C(=O)NCC3CCCCC3)[nH]n2)c1 | 4 | 12 | -3 | -5 | 20 | -5 | 10 | -1 | -5 | 3
C=CCOc1ccc(C[C@H](N)C(=O)NC[C@H]2O[C@@H](n3ccc(N)nc3=O)[C@H](O)[C@@H]2O)cc1 | 0 | 11 | -2 | 5 | -15 | 6 | -4 | 1 | 10 | -2
CCOC(=O)COc1cc(=O)n(CC)c2ccccc12 | 7 | 3 | 2 | 1 | -2 | 0 | 8 | 0 | -8 | 2
CCC1CCC2(CC1)NC(=O)N(CC(=O)NCc1ccc(Cl)cc1)C2=O (configuration not stated) | 0 | 14 | -8 | 5 | 7 | 5 | 4 | -5 | 8 | 1
CCCCOCCCNC(=O)C[C@@H]1C[C@@]2(C(=O)OC)CCCCC=C2N(Cc2ccccc2)C1=O | 1 | -5 | 0 | -2 | -10 | 4 | -2 | 0 | 3 | 2
CCCC(=O)Nc1ccc(NC(=O)c2ccco2)c(OC)c1 | 3 | 8 | 0 | -5 | -10 | 7 | -1 | 1 | -3 | 2
CCOC(=O)C1=C(C)N(c2ccccc2)C(=O)/C1=C\c1ccc(O)c(OC)c1 | -6 | 5 | 6 | -2 | -9 | 0 | -2 | -2 | -7 | -79
CSc1ccccc1OCc1cc(C(=O)N2CCN(C3CCCC3)C(=O)C2)no1 | 2 | 13 | -16 | -1 | 13 | -3 | -6 | -1 | -15 | -9
c1ccc(-c2nn3c(-c4ccccc4)nnc3o2)cc1 | 3 | 5 | -6 | -6 | 2 | 5 | 5 | -1 | -3 | -1
COc1cc2c(cc1NC(=S)Nc1cccc(C)c1)oc1ccccc12 | -28 | 10 | -275 | 5 | 7 | 3 | 6 | -98 | -3 | -40
CCOC(=O)CC[C@@]1(C(=O)OCC)C[C@@H](CC(=O)NCCCOC)C(=O)N2CCCC=C21 | -1 | . | -3 | 4 | . | -6 | 8 | -3 | 1 | 0
CC1CCN(C(=S)c2cccc([N+](=O)[O-])c2)CC1 | -4 | -2 | -1 | -3 | 1 | 9 | 5 | -1 | -7 | 3
CC(C)(C)S(=O)(=O)c1cnc(N2CCCCC2)nc1N | -3 | 13 | -5 | -2 | 1 | -9 | -1 | -4 | 17 | -7
COc1ccc(CN2C(=O)CCCC2(C)c2nc3ccccc3[nH]2)cc1 (configuration not stated) | 2 | -4 | 2 | -4 | 7 | -1 | 7 | -2 | 9 | 1
C=CCNC(=O)c1onc(CSc2cc(C)ccc2C)c1C(=O)O | 0 | -4 | 1 | 3 | -1 | 7 | 8 | -3 | 14 | -2
CC(=O)c1ccccc1OCCCOc1cccc2cccnc12 | -18 | -2 | -16 | -3 | 5 | 4 | -2 | -7 | 4 | -34
CC1(C)OC(C)(C)/C(=C/Nc2ccccc2)C1=O | 4 | -7 | -8 | 6 | -4 | 0 | 7 | -4 | -10 | 2
O=C(NCC1CCCCC1)c1cccc(S(=O)(=O)NCc2cccnc2)c1 | 1 | 4 | -1 | -7 | -7 | -9 | -2 | -5 | 3 | 2
